NR5A2 inv ag – NR5A2 inverse agonism in reporter assay. O00482. HEK293T StAR-luciferase reporter, LRH-1 transfected, 24 h. inhibition, % at 3.6 µM. 360,000 compounds, 0.13% hits;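 active = inhibition above the mean inhibition of all tested compounds plus 3 SD, cut at about 73% in these data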;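 also: 0% = DMSO wells and 100% = reporter-only cells lacking LRH-1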
Shn3 inh set2 – Schnurri-3 reporter inhibition in Clone20 osteoblasts; Clone20 osteoblast Shn3 3'UTR firefly luciferase, 24 h; inhibition, % at 12.5 µM; 360,000 compounds, 0.52% hits;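 active = mean inhibition of at least 75% with every replicate also reaching 75%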;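 also: 0% = median of neutral control wells and 100% = pilot-screen positive control compound; some compounds past the cut are filed as inactive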
C8 TRAIL sens – sensitizes caspase-8 expressing cells to TRAIL; NB7+C8 cells + TRAIL, ATPlite viability luminescence; inhibition (viability loss, TRAIL sensitization), % at 10 µM; 360,000 compounds, 1% hits; AID 624354;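 active = compounds causing at least 50% loss of cell viability in the single-dose screen, relative to plate controls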
NCOA1 inh – inhibitors of human steroid receptor coactivator 1 (SRC1) | Q15788 | HEK293 GAL4-SRC1 luciferase reporter, luminescence | 360,000 compounds, 0.12% hits | inhibition, % at 3.6 µM;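 active = inhibition above the campaign mean plus 3 SD, with each screening campaign given its own cutoff, cut at about 60% in these data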;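 also: 0% = DMSO treated cells and 100% = gossypol at 36 µM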
SRC3 inh – human NCOA3 inhibition | HEK293 GAL4-SRC3 luciferase reporter, luminescence | 360,000 compounds, 0.17% hits | Q9Y6Q9 | inhibition, % at 3.6 µM;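 active = inhibition above a per-campaign cutoff, the mean of all compounds plus 3 SD, cut at about 60% in these data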;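 also: 0% = DMSO-treated cells and 100% = gossypol-treated cells at 36 µM; higher means less SRC3-driven luciferase light from the GAL4 reporter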
Target sequence (Q9Y6Q9 whole entry, looked up, the tested form may be a part): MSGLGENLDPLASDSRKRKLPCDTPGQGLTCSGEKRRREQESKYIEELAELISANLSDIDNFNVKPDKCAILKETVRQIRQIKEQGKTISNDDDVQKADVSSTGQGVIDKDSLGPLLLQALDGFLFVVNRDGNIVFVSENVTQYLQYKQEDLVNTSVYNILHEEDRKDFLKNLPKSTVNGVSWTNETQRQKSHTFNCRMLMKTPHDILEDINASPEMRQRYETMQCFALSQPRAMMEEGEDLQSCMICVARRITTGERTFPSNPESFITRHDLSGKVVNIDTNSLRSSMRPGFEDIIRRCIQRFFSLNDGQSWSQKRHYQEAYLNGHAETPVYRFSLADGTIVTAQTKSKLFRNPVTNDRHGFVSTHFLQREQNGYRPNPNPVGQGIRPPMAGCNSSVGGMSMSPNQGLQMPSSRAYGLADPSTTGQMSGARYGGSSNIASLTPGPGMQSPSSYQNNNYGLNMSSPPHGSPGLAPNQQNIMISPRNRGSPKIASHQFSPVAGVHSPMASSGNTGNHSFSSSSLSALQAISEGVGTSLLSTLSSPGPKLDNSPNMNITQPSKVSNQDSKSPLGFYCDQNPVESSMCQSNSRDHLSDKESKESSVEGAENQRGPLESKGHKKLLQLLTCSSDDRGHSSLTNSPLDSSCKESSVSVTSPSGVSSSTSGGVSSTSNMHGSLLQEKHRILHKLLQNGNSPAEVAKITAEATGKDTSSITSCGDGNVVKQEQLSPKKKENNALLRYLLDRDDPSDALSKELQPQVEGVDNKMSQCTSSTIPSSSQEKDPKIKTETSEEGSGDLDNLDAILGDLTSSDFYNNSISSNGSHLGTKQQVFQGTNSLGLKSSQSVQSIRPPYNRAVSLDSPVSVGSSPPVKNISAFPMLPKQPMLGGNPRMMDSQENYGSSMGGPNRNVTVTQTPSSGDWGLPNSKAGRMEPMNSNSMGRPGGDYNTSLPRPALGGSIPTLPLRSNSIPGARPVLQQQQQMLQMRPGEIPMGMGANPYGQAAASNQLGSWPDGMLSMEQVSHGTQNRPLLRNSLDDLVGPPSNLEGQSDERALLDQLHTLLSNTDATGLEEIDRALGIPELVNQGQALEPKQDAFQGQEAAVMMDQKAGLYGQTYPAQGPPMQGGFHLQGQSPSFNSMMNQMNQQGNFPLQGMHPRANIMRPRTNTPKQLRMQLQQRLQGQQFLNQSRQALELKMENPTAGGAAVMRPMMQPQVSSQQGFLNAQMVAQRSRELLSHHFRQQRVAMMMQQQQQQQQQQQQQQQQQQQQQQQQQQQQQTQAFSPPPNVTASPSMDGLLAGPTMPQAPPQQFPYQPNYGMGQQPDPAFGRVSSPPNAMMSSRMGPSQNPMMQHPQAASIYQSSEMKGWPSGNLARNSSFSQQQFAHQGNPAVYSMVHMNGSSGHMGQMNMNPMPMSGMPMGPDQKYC
KKLEB cytotox – CF airway cell cytotoxicity counter-screen | 360,000 compounds, 0.36% hits | AID 602141 | KKLEB CF airway cells viability, ATPlite luminescence, overnight; active compounds read low; cells stimulated with P. aeruginosa culture filtrate | activity change (cytotoxicity), % at 5 µM;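 active = corrected activity change at or below -50% at 5 µM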
LMP1 NFkB inh – inhibitors of Epstein-Barr LMP1-induced NF-kappaB reporter. LMP1-induced NF-kappaB luciferase reporter cells, luminescence. inhibition, % at 12.5 µM. 350,000 compounds, 0.69% hits; in the data active = inhibition above about 41%;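 also: 0% = neutral control wells and 100% = reference inhibitor control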
TWEAK-Fn14 inh – inhibitors of TWEAK-Fn14 interaction signaling; AID 1159606; TWEAK-stimulated Fn14 reporter cells, luciferase luminescence, 8 h; inhibition, % at 10 µM; 360,000 compounds, 2% hits; in the data active = inhibition above about 50%
COUP-TFII inh – blocks human COUP-TFII nuclear receptor | P24468 | HEK293T NGFI-A luciferase reporter, luminescence | inhibition, % at 8.6 µM | 370,000 compounds, 0.7% hits | AID 686940;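 active = inhibition above a per-plate cutoff, mean inhibition of test wells between control levels plus 3 SD, cut at about 38% in these data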;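 also: cells cotransfected with COUP-TFII expression vector driving the NGFI-A reporter; 0% = median of COUP-TF2 test wells and 100% = reporter-only cells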
TROY signal inh – TROY signaling inhibition; Q293 LMP1-TROYcd NF-kB luciferase reporter, 4 h; inhibition, % at 10 µM; 360,000 compounds, 0.98% hits; AID 1347056;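 active = compounds whose plate-normalised and pattern-corrected inhibition of the luciferase reporter signal at the single screening dose is 50% or more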
CF NFkB block – blocks PAF-induced NF-kB reporter in cystic fibrosis cells. inhibition, % at 5 µM. KKLEB NF-kB-GFP reporter, GFP fluorescence overnight. 360,000 compounds, 0.86% hits;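 active = at least 50% inhibition at 5 µM, scaled per plate between neutral and stimulator controls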;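 also: PAF is a Pseudomonas aeruginosa culture filtrate used as stimulus; plate controls were PAF-stimulated DMSO wells for no effect and unstimulated DMSO wells for full effect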
* marks the source's active call; other numbers are inactive results; · = no result given. An excerpt; the hit share may differ from the screen's.

Results follow in this order: TROY signal inh	Shn3 inh set2	NR5A2 inv ag	KKLEB cytotox	TWEAK-Fn14 inh	NCOA1 inh	COUP-TFII inh	CF NFkB block	C8 TRAIL sens	SRC3 inh	LMP1 NFkB inh
CC(O)(c1cccc(F)c1)c1nc(-c2cccc(F)c2)cs1 (stereo not drawn)
 : -18	16	21	22	-5	-9	4	-62	-1	26	·
CCS(=O)(=O)N1CCN(c2ccc([N+](=O)[O-])c(NCc3cccnc3)c2)CC1
 : -18	-10	15	-3	-16	0	-8	-9	-7	11	2
CCOc1cc(/C=N/NC(=O)c2cccc([N+](=O)[O-])c2)ccc1OS(=O)(=O)c1ccccc1
 : 0	5	9	-11	1	-4	15	16	14	-28	-13
CCSc1nnc(NC(=O)Cc2cccc(OC)c2)s1
 : 10	-5	-14	-3	0	-1	8	-6	-6	-21	3
Cc1ccc(C(=O)NCC(=O)NC2CCC(C)CC2)s1 (stereo not drawn)
 : -16	-14	-15	5	-5	-10	-5	3	-13	4	2
O=C(c1ccc(S(=O)(=O)N2CCOCC2)cc1)N(c1cccc(Cl)c1)C1C=CS(=O)(=O)C1 (stereo not drawn)
 : 11	8	-4	20	13	-8	-26	-26	-9	8	6
CC(C)c1nnc(NC(=O)CC(C)c2ccccc2)s1 (stereo not drawn)
 : -23	-16	-14	17	-13	-52	-18	1	1	-46	-2
COc1ccc(-c2cc(-c3ccccc3)n3ncnc3n2)cc1
 : -12	0	7	13	3	5	1	-24	18	5	3
CCCOc1ccc(Cl)cc1/C=C1/C(=O)ON=C1C
 : 18	7	7	4	8	-31	17	9	-33	7	2
CC1CCCC(NC(=O)CN2CCN(S(=O)(=O)c3cccs3)CC2)C1C (stereo not drawn)
 : -4	7	-8	16	0	-3	-2	-11	-12	-8	-4
O=C(OCC(=O)N1CCCC1=O)c1ncc(Cl)c(Cl)c1Cl
 : -3	-17	-12	-13	-4	-2	-3	22	9	18	-11
C[C@H]1CN(S(=O)C(C)(C)C)[C@@H](CCO)/C1=C\CCO (stereo partly drawn)
 : -4	11	-5	-8	3	12	6	8	-6	-1	3
Cc1cc2cc(CNC(=O)C3CCCC3)ccc2n1C
 : 3	-5	9	-4	5	-6	-5	-6	10	-24	-4
CC(C)(C)NC(=O)Nc1ccc2nccnc2c1
 : -32	-44	-67	-8	-19	-46	-21	20	12	-42	-18
COc1ccccc1C(=O)NC(CCSC)C(=O)Nc1ccc(C)c(S(=O)(=O)N2CCOCC2)c1 (stereo not drawn)
 : 7	14	17	-6	-37	-6	-10	11	7	-3	-2
Cc1ccc2c(c1)N(CC(=O)OCC(=O)NCc1ccccc1)C(=O)CO2
 : 12	-6	1	4	-8	7	5	-3	-5	-9	2
Cc1ccc(N(CN2CCCC2=O)C(=O)c2ccccc2)cc1
 : -15	-21	20	-2	-11	10	-8	8	2	-20	7
O=C(Nc1ccsn1)c1ccc(Cl)cc1Cl
 : -24	-92	-94	-6	36	-81	-25	-8	6	-53	-4
O=C(NCCc1cccnc1)C1CCC(=O)N(Cc2ccc(Cl)cc2)C1 (stereo not drawn)
 : 5	0	-3	4	15	19	6	-2	5	12	-2
COc1ccc2c(c1)cc1n2CCN=C1NCCO
 : 2	-13	5	-4	-6	8	0	-6	-1	-15	4
CCCCCN(C(=O)CCC(=O)OC(C)C(=O)c1ccc(CC)cc1)c1c(N)n(CCCC)c(=O)[nH]c1=O (stereo not drawn)
 : -2	12	-2	-17	4	2	10	12	5	-2	3
O=C(c1ccco1)N1CCC(N2CCN(c3ccccc3)CC2)CC1
 : 1	6	7	-6	-11	1	16	3	0	-3	-3
Nc1nnc(C2CCCC2)s1
 : 0	7	2	-7	9	1	8	0	-26	11	-13
COc1cc2c(cc1OC)-c1n[nH]c(=S)n1C(C)(C)C2
 : -19	-4	-10	2	-3	-6	-1	0	-6	5	7
O=C(NCC(c1cccs1)N1CCOCC1)c1cccc(S(=O)(=O)Nc2ccc(F)cc2)c1 (stereo not drawn)
 : 16	19	-14	12	5	-32	19	1	41	26	-2
Cc1ccc2cccnc2c1N
 : 28	-14	23	1	9	-2	-9	-19	10	5	4
Cc1cc(Cl)ccc1OCCCC(=O)Nc1cccnc1
 : -2	12	-8	-2	15	-26	15	14	6	4	2
CC(=O)Oc1ccc(/C=N/NS(=O)(=O)c2ccc(C)cc2)c(OC(C)=O)c1
 : 15	3	6	3	10	-10	-4	0	0	-13	6
CC(C)CC(CO)NS(=O)(=O)c1cccc(Cl)c1F (stereo not drawn)
 : -3	-9	-3	10	15	0	-18	10	0	-5	0
O=C(NC1CCCCC1)c1cc(-c2ccc(O)cc2)on1
 : -39	-14	-129	11	-34	-88	-29	-2	-9	-71	-39
COc1ccc(C(=O)OCC(=O)c2ccc(C)c(S(=O)(=O)N3CCOCC3)c2)cc1OC
 : -16	23	10	-11	32	-7	-3	-18	18	26	-2
CCOc1cccc(/C=N/NC(=O)c2cc(-c3cccn3C)n[nH]2)c1O
 : 1	88*	7	10	-39	21	8	-8	42	43	16
Cc1ccnc(SCC(=O)N2CCc3ccccc3C2)n1
 : -14	8	4	15	-1	1	5	-2	7	8	-16
N[C@@H](Cc1ccc(O)c(O)c1)C(=O)O
 : 2	-7	13	-3	6	-11	10	-10	-9	-8	6
CCOC(=O)c1ccc(NC(=O)C2CC(=O)N(c3ccc4c(c3)OCCO4)C2)cc1 (stereo not drawn)
 : -18	4	9	6	-2	-9	-3	23	-5	6	1
CCc1nc(N2CCC3(CC2)OCCO3)c2nnn(Cc3ccccc3)c2n1
 : 7	-4	26	-18	-32	-1	-4	36	11	8	2
Oc1oc(-c2ccccc2)nc1C=NCc1ccccc1
 : -62	-55	-55	-2	-7	-57	-36	-12	-13	-34	-7
O=C(NNC(=S)NC(=O)c1ccc(Br)cc1)c1ccc([N+](=O)[O-])cc1
 : 17	23	-8	5	-9	-10	10	-5	13	-2	0
CCN(CC)S(=O)(=O)c1cc(NS(=O)(=O)c2ccccc2)ccc1C
 : 3	19	-1	1	19	-7	7	4	3	16	5
CC(=O)N1N=C(N)SC1(C)C
 : 1	-12	0	5	-6	-8	-10	-10	4	3	1
CC(=O)N1CCc2cc(Br)cc(S(=O)(=O)NCC3CCCO3)c21 (stereo not drawn)
 : 18	8	-3	-3	-8	-3	4	0	-6	22	-3
O=C(Nc1ccc(-c2noc(CCc3ccccc3)n2)cc1)c1ccco1
 : 20	-30	-187	-3	47	-107	-53	-12	21	-80	2
O=C1C2C3C=CC(C4CC34)C2C(=O)N1/N=C/c1ccc([N+](=O)[O-])o1 (stereo not drawn)
 : 20	-1	9	-2	90*	-36	5	4	7	-1	-94
Brc1ccc(CSc2ccc(-c3ccco3)nn2)cc1
 : -10	-60	-2	-5	-1	-28	6	-28	9	-36	-19
CC(=O)Nc1ccc(S(=O)(=O)Nc2cc(C)cn(Cc3ccc(C)cc3)c2=O)cc1
 : -16	35	5	2	14	-7	5	-10	8	-11	-4
C[C@H]1COC(=O)[C@H](Cc2ccc(F)cc2)C/C=C\C[C@@H](CC(=O)N(CCO)Cc2ccccc2)C(=O)N1
 : -2	32	-6	-17	1	-7	16	3	-5	2	3
Cc1nnc(-c2cnn(-c3ccccc3)c2N)n1Cc1ccccc1
 : -25	-25	-11	5	-2	1	3	2	7	-15	1
CCCN(CCC)C(=O)Cn1c2ccccc2c2nc(=O)cc(C)n21
 : 11	-11	10	18	11	0	-5	-23	0	-1	-1
C[C@H](CO)N1C[C@H](C)[C@@H](CN(C)Cc2ccc3c(c2)OCCO3)OCc2cnnn2CCCC1=O
 : -6	13	6	-5	3	-11	3	20	-19	2	-5
COc1ccc(/C=C(/NC(=O)c2ccccc2)C(=O)NC2CCS(=O)(=O)C2)cc1 (stereo not drawn)
 : -3	-16	-9	7	5	7	1	0	-3	8	0

The list goes on:
Results follow in this order: TROY signal inh	Shn3 inh set2	NR5A2 inv ag	KKLEB cytotox	TWEAK-Fn14 inh	NCOA1 inh	COUP-TFII inh	CF NFkB block	C8 TRAIL sens	SRC3 inh	LMP1 NFkB inh
COC(=O)CCn1nc(-c2ccc(Cl)cc2)c2ccccc2c1=O
 : 4	11	29	0	15	2	4	0	3	-2	-3
C#CCOC(=O)Nc1cc(C)n(-c2ccccc2)n1
 : -6	-9	-4	0	0	24	11	15	15	8	-6
COc1ccc(-c2nc(SC)n(S(=O)(=O)c3ccccc3)n2)cc1
 : -43	-36	-64	1	-4	-58	-10	-7	8	-59	-8
COc1ccc(CN(CCC(c2ccco2)C(C)C)C(C)=O)cc1OC (stereo not drawn)
 : -20	13	-4	-8	6	-54	4	23	-8	13	-5
CC1(C)CC(=O)C(=CN2CCOCC2)C(=O)C1
 : 12	4	3	-15	-5	0	3	13	0	10	-3
CC[C@H](C)C(=O)O[C@H]1CCC=C2C=C[C@H](C)[C@H](CC[C@@H]3C[C@@H](O)CC(=O)O3)[C@H]21
 : -11	65	3	-12	7	3	10	23	12	-7	6
CCN(CC)c1ccc2cc(C(N)=O)c(=N)oc2c1
 : -32	-33	-46	5	-17	-30	-20	-15	-2	-39	-17

Screening data: PubChem, several laboratories
